SIRT5 inh = blocks human SIRT5 desuccinylation of peptide; 330,000 tested, 1.1% active; inhibition, % at 15 µM; Purified SirT5, succinyl-peptide AMC, trypsin-coupled fluorescence; Q9NXA8; in the data active = inhibition above about 15%; inconclusive = no clear call, values can overlap the other calls
Target sequence (Q9NXA8 whole entry, looked up): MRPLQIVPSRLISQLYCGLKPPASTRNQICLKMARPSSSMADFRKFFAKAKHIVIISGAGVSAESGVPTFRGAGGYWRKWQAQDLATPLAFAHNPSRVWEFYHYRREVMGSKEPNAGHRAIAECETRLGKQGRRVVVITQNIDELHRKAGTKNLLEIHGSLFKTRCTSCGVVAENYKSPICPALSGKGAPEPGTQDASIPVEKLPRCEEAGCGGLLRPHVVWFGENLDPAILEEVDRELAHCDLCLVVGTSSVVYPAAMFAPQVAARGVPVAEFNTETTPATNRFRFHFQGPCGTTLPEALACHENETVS
ERAP1 HTS inh = ERAP1 (human) enzyme inhibition | Q9NZ08 | recombinant ERAP1, Leu-AMC fluorescence, 60 min | AID 652197 | 340,000 tested, 0.15% active | inhibition, % at 10.7 µM;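 active = mean replicate inhibition of at least 30%, or all replicates individually reaching that 30% level; inactive = mean below 30% and not every replicate reaching it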;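 also: 0% = neutral control wells and 100% = L-leucinethiol positive control wells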
DENV2 CPE rescue = DENV2-induced cell death inhibition | DENV2-infected cells, cytopathic effect rescue, plate reader | CPE inhibition, % at 9.99 µM | 350,000 tested, 1.7% active | AID 651640; in the data active = CPE inhibition above about 20%, passing the limit was not always enough; inconclusive = no clear call, values can overlap the other calls; tested in BHK-21 cells;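 also: 0% = median of neutral control wells and 100% = median of positive control wells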
miR122 inh = miR-122 inhibition in Huh7 cells; Huh7 miR-122 Renilla luciferase sensor, 48 h; neutral wells = 0, positive control = 100; 340,000 tested, 0.3% active; activation (reporter increase), % at 12.5 µM;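 active = mean replicate activation score at least 90 and every replicate individually at or above 90; inconclusive = only one of the two criteria met; inactive = neither criterion met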;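 also: higher luciferase means less miR-122 activity so hits act as miR-122 inhibitors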
Casp6 inh = inhibitors of human caspase-6; P55212; purified caspase-6, Z-VEID-R110 cleavage fluorescence; inhibition, % at 12.5 µM; 350,000 tested, 0.53% active;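 active = mean inhibition across replicates at least about 35%, with every replicate also reaching that limit, limit read from the data; inconclusive = only one of the two criteria met; inactive = neither criterion met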;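 also: 0% = median of neutral control wells and 100% = no fluorescence left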
Target sequence (P55212 24-179 limits assumed): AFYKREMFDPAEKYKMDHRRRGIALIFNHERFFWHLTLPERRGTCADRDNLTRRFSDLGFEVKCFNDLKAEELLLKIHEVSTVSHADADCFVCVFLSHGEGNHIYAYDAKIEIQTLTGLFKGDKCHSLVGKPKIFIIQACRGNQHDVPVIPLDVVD
Target sequence (P55212 194-293 limits assumed): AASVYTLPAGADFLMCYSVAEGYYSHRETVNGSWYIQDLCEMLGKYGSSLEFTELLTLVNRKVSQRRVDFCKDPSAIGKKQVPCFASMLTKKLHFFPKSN
CFTR F508del cor = correctors of CFTR F508del function in bronchial epithelial cells. CFBE cells, YFP halide quenching; stimulated with forskolin plus potentiator P3; % fluorescence drop versus neutral controls. activity (quench increase), % at 7.58 µM. 350,000 tested, 0.36% active. AID 720511;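 active = mean added fluorescence quench of at least 8% versus neutral control, with both replicates also reaching 8%; inconclusive = only one of the mean or replicate conditions met; inactive = mean below 8% and not both replicates reaching 8%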;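 also: cells transiently co-express mutant CFTR-F508del with the halide-sensitive YFP; corrector assay measuring rescue of mutant channel to the surface after 24 h compound exposure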
ERp5 inh = ERp5 (human) disulfide isomerase inhibition. ERp5 insulin aggregation, absorbance 650 nm, 90 min. 350,000 tested, 0.05% active. AID 651711. inhibition, % at 9.99 µM;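 active = mean replicate inhibition above about 25%, with every replicate also reaching it, limit read from the data, passing the limit was not always enough; inconclusive = only one of those two criteria met; inactive = neither criterion met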
Target sequence (Q15084 whole entry, looked up): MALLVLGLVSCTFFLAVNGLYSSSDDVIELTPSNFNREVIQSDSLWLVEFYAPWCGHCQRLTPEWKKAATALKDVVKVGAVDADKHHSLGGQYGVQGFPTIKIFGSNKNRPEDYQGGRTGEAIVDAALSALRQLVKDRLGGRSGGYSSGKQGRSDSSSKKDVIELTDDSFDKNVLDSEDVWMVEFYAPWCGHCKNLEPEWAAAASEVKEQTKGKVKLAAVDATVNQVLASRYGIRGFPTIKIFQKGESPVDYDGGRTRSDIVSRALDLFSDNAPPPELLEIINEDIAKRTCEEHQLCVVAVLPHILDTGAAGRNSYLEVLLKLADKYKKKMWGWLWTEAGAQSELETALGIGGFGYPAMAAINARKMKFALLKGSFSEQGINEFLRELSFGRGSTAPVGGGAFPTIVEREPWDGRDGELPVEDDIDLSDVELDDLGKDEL
* hit, by the source's call; ? = inconclusive; . = no result given; [ ] = another dose, or the depositor's remark.

canonical_smiles	ERAP1 HTS inh	CFTR F508del cor	ERp5 inh	DENV2 CPE rescue	miR122 inh	Casp6 inh	SIRT5 inh
O=C(NC1CCN(Cc2ccccc2)CC1)C1CCCN(c2nnc(-n3cccc3)s2)C1 (configuration not stated)	2	-4.5	11	0	-1	-5	-2
O=C(NCC[C@@H]1CC[C@@H](NC(=O)C2CCC2)[C@H](CO)O1)c1cnccn1	-5	-0.3	-3	7	.	-4	-2
C[C@@H]1CCCCO[C@H](CN(C)C(=O)CCC(F)(F)F)[C@H](C)CN([C@H](C)CO)C(=O)c2cc(NC(=O)C3CCCCC3)ccc2O1	-3	2.0	-2	?	4[16.7 µM]	1	11
O=C(CSc1nc2scc(-c3ccccc3)c2c(=O)[nH]1)NCCc1ccccc1	0	-0.6	-4	-6	2	-1	-2
CCCNC(=O)C[C@H]1CC[C@H]2[C@@H](COC[C@H](O)CN2C(=O)Nc2cccc(Cl)c2)O1	-8	-1.9	-3	0	-2[16.7 µM]	0	2
CCN(CC(=O)Nc1c(F)cccc1F)C(=O)CNC(=O)c1ccc(C)s1	1	-0.2	1	2	9	-5	-2
COc1cc(C(O)c2nc(-c3cnn(C)c3)cs2)ccc1F (configuration not stated)	1	-1.3	-8	-7	-4	-1	.
CCN(CC)C(=O)c1ccc(C(=O)c2ccccc2)cc1	-2	-0.4	1	11	2	-6	1
O=C(/C=C/c1ccccc1)N/C(=C\c1ccco1)C(=O)O	0	-0.8	-4	-8	2	23	9
COc1ccc(-n2nc(C(=O)NCC(=O)NCCC3=CCCCC3)c3ccccc3c2=O)cc1OC	2	-2.4	-12	16	-3	3	-5
CCCc1nc2cc(C)c(Br)c(C)n2c1Cc1ccccc1OC	0	1.8	3	4	.	-3	0
COc1ccc(/C=C/C(=O)c2c(C)cc(C)[nH]c2=O)c2ccccc12	0	0.2	11	2	9	4	0
Cc1cccn2c(=O)nc(SCC(=O)NCc3ccc4c(c3)OCO4)nc12	-2	1.4	6	6	.	3	0
CN1C(=O)S/C(=C/c2ccc(OCc3cccc(C(=O)O)c3)cc2)C1=O	0	-1.3	2	-3	9	-2	9
C[C@H](NC(=O)c1nc[nH]c1C(=O)OCc1ccccc1)c1ccccc1	.	-4.0	3	-10	2	5	.
COC(=O)c1ccc(CNC(=O)c2cc(S(=O)(=O)NCc3ccccc3)ccc2C)cc1	-1	-0.1	4	1	22	14	.
Cc1cc(-c2ccc(S(=O)(=O)N3CCN(c4ccc(F)cc4)CC3)s2)on1	-6	0.6	9	-3	1	5	2
CCc1ccc([C@@H]2CC(=O)[C@@H]3CN(S(=O)(=O)c4ccc(Cl)cc4)[C@H](c4ccc(C)cc4)C[C@@H]3N2S(=O)(=O)c2ccc(C)cc2)cc1	-5	2.8	5	16	1	1	-5
C/C(=N\NC(=O)c1cccnc1)c1ccc(Br)cc1	0	1.2	-2	?	.	-2	7
CN(C)S(=O)(=O)c1ccc(C(=O)NC(=O)CSc2nncs2)cc1	-3	0.2	1	0	-1	1	-5
O=S(=O)(c1ccccc1)N1CC[C@@H]2[C@H](CO)Nc3ccc(C#CC4CCCCC4)cc3[C@@H]21	0	-1.2	1	-3	.	1	-5
CCCCCCSc1ccc([C@H]2N[C@@](CC(C)C)(C(=O)OC)[C@H]3C(=O)N(C)C(=O)[C@@H]23)cc1	.	1.6	6	8	6	2	.
Cc1ccc(S(=O)(=O)NNC(=O)c2cccc(O)c2)cc1	0	-2.2	0	2	2	-1	0
CC1(C(=O)Nc2ccccc2)Cc2ccccc2C(=O)O1 (configuration not stated)	2	-6.8	1	6	-5	-1	-3
CCOC(=O)Cc1nnc(NC(=O)CCc2ccccc2)s1	0	5.9	-5	5	.	7	17*
CCOC(=O)N1CCN(c2nc(-c3cccs3)nc3ccccc23)CC1	5	0.4	3	16	.	2	.
CC(C(=O)N=Nc1c(O)n(C)c2ccc(Br)cc12)n1cnc2ccccc2c1=O (configuration not stated)	-2	2.6	-1	-1	.	-2	1
CC(Oc1nc2c(c(=O)n(C)c(=O)n2C)n1C)C1CCCCC1 (configuration not stated)	0	1.5	3	-7	.	-3	-2
CO[C@@H]1CN(C)C(=O)c2cc(NC(=O)C3CCCCC3)ccc2OC[C@H](C)NC[C@@H]1C	-4	-4.5	-2	-4	.	0	2
Cc1cc2c(c(C#N)c1C)NC=NC2C (configuration not stated)	-3	-1.3	1	1	.	-2	-1
O=C(NCCN1CCN(c2ccccc2)CC1)Nc1ccccc1Br	-2	0.1	2	9	.	-2	1
O=C(NC1Cc2ccccc2C1)[C@@H]1[C@@H](CO)[C@@H]2Cn3c(ccc(C4=CCCC4)c3=O)[C@H]1N2CC1CC1	-2	.	-2	.	.	0	-1
C[C@@H]1CN([C@H](C)CO)C(=O)Cc2cc(NC(=O)Nc3ccc(C(F)(F)F)cc3)ccc2O[C@H]1CN(C)C(=O)Nc1ccc(F)cc1	0	2.7	1	-1	1[16.7 µM]	1	-1
Cc1nc(-c2cccs2)sc1C(=O)NN	0	2.2	-3	0	.	-2	.
C[C@@H]1CN([C@@H](C)CO)C(=O)Cc2cc(NC(=O)NC3CCCCC3)ccc2O[C@H]1CN(C)S(=O)(=O)c1ccc(Cl)cc1	1	-1.2	3	6	-13[16.7 µM]	-1	6
Cc1cccc(CN(C)C[C@@H]2Oc3ncc(C#Cc4ccccc4)cc3C(=O)N([C@H](C)CO)C[C@@H]2C)c1	0	3.2	-2	-9	11[16.7 µM]	1	3
COc1ccc(S(=O)(=O)N(C)C[C@H]2Oc3ccc(NC(=O)C4CCCCC4)cc3C(=O)N([C@@H](C)CO)C[C@H]2C)cc1	-3	-3.4	3	1	31[16.7 µM]	2	4
CN1CCCCN2[C@@H](CO)[C@@H](c3ccc(C#CC4(O)CCCC4)cc3)[C@@H]2C1	4	0.3	2	0	12[16.7 µM]	2	-3
COc1cc(/C=C(\C(=O)O)c2ccc(S(=O)(=O)N3CCCC3)s2)ccc1OCCC(C)C	8	4.8	-5	10	-2	45*	6
COc1ccc(C#Cc2ccc3c(c2)[C@@H]2[C@@H](CCN2C(=O)c2ccccc2F)[C@@H](CO)N3)cc1	2	2.4	-3	-8	-5[16.7 µM]	-2	7
CCC(=O)N(C)C[C@H]1Oc2cc(-c3ccccc3C)ccc2S(=O)(=O)N([C@@H](C)CO)C[C@@H]1C	-1	0.6	8	-5	28[16.7 µM]	3	1
O=C(Nc1ccc(Br)cc1)c1cc(-c2ccncc2)nc2ccccc12	-2	2.4	3	2	9	-6	1
COc1ccc(NC(=O)Nc2ccc3c(c2)CC(=O)N([C@H](C)CO)C[C@@H](C)[C@H](CN(C)Cc2ccncc2)O3)cc1	1	-0.3	3	5	-2[16.7 µM]	-26	-6
CCc1cccc(Nc2cc(C)n(-c3cccc(CC)c3)c(=O)c2)c1	5	-0.1	-2	7	.	0	2
COc1cccc(N2CCN(c3ccc([N+](=O)[O-])cn3)CC2)c1	1	-0.9	-1	15	-11	1	-4
Cc1ccc(S(=O)(=O)N(C)C[C@@H]2OCCCC[C@@H](C)Oc3ccc(NS(=O)(=O)c4cn(C)cn4)cc3C(=O)N([C@H](C)CO)C[C@H]2C)cc1	0	0.2	-8	3	-5[16.7 µM]	-1	-5
CNC[C@H]1Oc2cc(-c3ccccc3OC)ccc2S(=O)(=O)N([C@H](C)CO)C[C@@H]1C	4	-2.1	1	2	12[16.7 µM]	-2	-9
CC1CCN(c2nc3c(=O)[nH]c(N)nc3n2[C@@H]2O[C@H](CO)[C@@H](O)[C@H]2O)CC1	0	-4.3	2	3	-11	1	-1
CCCC(=O)Nc1ccc2c(c1)OC[C@H](C)N(Cc1ccccc1)C[C@@H](C)[C@@H](OC)CN(C)C2=O	5	1.6	2	19	18[16.7 µM]	-1	37*
COc1ccc(OC)c(CCNC(=O)CCn2nc(C)c3c(C)n(-c4ccccc4)nc3c2=O)c1	0	-1.2	.	-7	-1	2	-1
CSC(=O)NC(=O)NC(=O)c1ccc([N+](=O)[O-])cc1	-1	-0.1	4	-1	9	-2	-1
COc1ccc(NC(=O)N(C)C[C@H]2OCCCC[C@@H](C)Oc3ccc(NC(=O)CCC(F)(F)F)cc3C(=O)N([C@H](C)CO)C[C@@H]2C)cc1	0	-0.4	-2	6	15[16.7 µM]	1	-3
CC1(C(=O)NCCc2c[nH]c3ccccc23)CCN1CC1CCCCC1 (configuration not stated)	6	2.0	-5	-5	-3	2	-4
O=C(O)CSc1cc(NS(=O)(=O)c2cccc([N+](=O)[O-])c2)c2ccccc2c1O	8	0.3	-8	-4	35	68*	6
Cc1ccc(NC(=O)C2CCN(S(=O)(=O)c3ccc4c(c3)NC(=O)C(C)S4)CC2)c(Cl)c1 (configuration not stated)	-4	0.1	1	5	-10	-2	0
CCCN(C)C[C@H]1Oc2ncc(C#CC3(O)CCCC3)cc2C(=O)N([C@@H](C)CO)C[C@H]1C	3	0.1	-2	9	-4[16.7 µM]	-5	-7
O=C(N/N=C1\C(=O)c2cccc3cccc1c23)c1ccc(O)cc1	1	0.5	1	.	.	2	-4
CCOc1cc(C(C(=O)NCC2CCCO2)N(C(=O)Cn2nnc3ccccc32)c2ccccc2C(C)=O)ccc1O (configuration not stated)	0	-1.1	3	11	26	.	-2
CC(C)S(=O)(=O)NC(=O)C1(C)CCN1C(=O)Cc1ccccc1 (configuration not stated)	0	-0.3	6	-9	-1	-1	2
Cc1ccc(C2=NN(C(=O)CSc3nc(N)cc(N)n3)C(c3ccco3)C2)cc1 (configuration not stated)	1	2.1	-1	8	-4	7	-1

Random excerpt: two entries already listed.
canonical_smiles	ERAP1 HTS inh	CFTR F508del cor	ERp5 inh	DENV2 CPE rescue	miR122 inh	Casp6 inh	SIRT5 inh
Cc1ccc(S(=O)(=O)N(C)C[C@@H]2OCCCC[C@@H](C)Oc3ccc(NS(=O)(=O)c4cn(C)cn4)cc3C(=O)N([C@H](C)CO)C[C@H]2C)cc1	0	0.2	-8	3	-5[16.7 µM]	-1	-5
CCCC(=O)Nc1ccc2c(c1)OC[C@H](C)N(Cc1ccccc1)C[C@@H](C)[C@@H](OC)CN(C)C2=O	5	1.6	2	19	18[16.7 µM]	-1	37*

Further structures follow.
canonical_smiles	ERAP1 HTS inh	CFTR F508del cor	ERp5 inh	DENV2 CPE rescue	miR122 inh	Casp6 inh	SIRT5 inh
CCc1ccc(CNC(=O)c2nn(C)c3c2CS(=O)(=O)c2ccccc2-3)cc1	4	1.5	5	-7	-7	1	-8
Cc1cc(C)cc(N(C(=O)c2csnn2)C(C(=O)NC2CCCC2)c2ccccn2)c1 (configuration not stated)	5	0.7	0	14	.	-2	-4
O=C(CNC(=O)c1cccc(OC(F)F)c1)OCC(=O)c1ccccc1	-4	-4.3	2	3	-2	1	-3
O=C(C[C@@H]1C[C@@H]2c3cc(NC(=O)C4CCOCC4)ccc3O[C@@H]2[C@H](CO)O1)NCC1CC1	1	-0.3	-4	-3	-6[16.7 µM]	-3	1
CC(=O)NC(CC(=O)NCCN1C(=O)S/C(=C\c2ccccc2)C1=O)c1ccccc1 (configuration not stated)	0	0.3	2	5	0	1	-6
O=C(O)c1ccc2c(c1)S(=O)(=O)c1cc(N3CCN(c4ncccn4)CC3)ccc1C2=O	9	-1.0	-5	-7	0	0	-3
COCC(=O)N1CC2(C1)CN(Cc1ccccc1Cl)[C@@H](CO)c1[nH]c3cc(OC)ccc3c12	3	-1.1	5	14	.	2	2
O=C(O)CNc1ccccc1C(=O)O	17	-0.4	1	-1	-4	22	-4
CCc1ccc(NC(=O)COc2coc(CN3CCc4ccccc4C3)cc2=O)cc1	2	-0.8	3	-1	-10	-9	0
O=C(NCc1ccco1)C1CC(c2ccc(Cl)c(Cl)c2)=NO1 (configuration not stated)	2	-0.1	5	5	.	1	-3
C[C@@H]1CN([C@H](C)CO)C(=O)c2cc(NC(=O)CCC(F)(F)F)ccc2O[C@@H](C)CCCCO[C@@H]1CN(C)C(=O)c1ccccc1	-2	-1.6	0	-1	-2[16.7 µM]	0	-5
O=C(C[C@H]1CC[C@H]2[C@@H](COC[C@H](O)CN2CC2CCCCC2)O1)NCc1ccc(F)cc1	0	-1.8	-2	9	-9[16.7 µM]	1	2
